GAA inh: inhibitors of human lysosomal alpha-glucosidase; AID 1466; P10253; Potency, µM (highest dose often 76.9 µM), inactives show at the top dose activity change, negative = inhibition, usual class: inhibitors; purified human GAA, 4-MU-alpha-glucoside fluorescence; 0.005% of 200,000 active;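 further: plate controls were uninhibited enzyme wells for no effect and no-enzyme background for full effect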
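Enzyme (4 nM final) mixed with compound (up to 77 uM), then 4-MU-alpha-D-pyranoside (400 uM final) added; 20 min at room temperature, pH 5.0. Reaction stopped at pH 10, fluorescence read, AC50 derived by Hill fit.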
HTT ATP protect: Huntington cell model cytoprotection by ATP luminescence. PC12 HTT-Q103 induced, cytoprotection, ATP luminescence, 40 h. Potency, µM (titrated, usually from 56.4 µM), without a hit: cytoprotection (ATP increase), hits mostly activators. 0.14% of 230,000 active. AID 1471;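 further: % of control where 0% means no effect; nearly all actives have a fitted effect of over 45% in size; toxic huntingtin expression switched on by the ecdysone agonist tebufenozide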
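Stable PC12 Q103-GFP cells in serum-supplemented, phenol red-free DMEM; induction by tebufenozide at 100 nM final; compound dose series; cell viability quantified luminescently from ATP.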
IMPase Li cell: membrane-permeable IMPase blocker, potentiated with lithium; CHO-M1 cells, IP1 TR-FRET (IP-One), carbachol + lithium; Potency, µM (doses to about 59.4 µM), for inactives: at the highest dose activity, negative = IMPase inhibition, actives largely listed as inhibitors; 0.35% of 210,000 active; AID 1457;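 further: IP1 builds up when IMPase is blocked and the TR-FRET signal falls; plate controls were basal vehicle for no effect and high inhibitor control for full effect; nearly all actives have a fitted effect of over 50% in size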
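Test compounds were applied to CHO-M1 cells previously cultured for 16–30 h at 2000 per well. A small lithium amount accompanied them; after 30 min at 37C, IP1 was quantified by TR-FRET.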
GAA spleen mod: inhibits or activates alpha-glucosidase in human spleen homogenate; AID 2112; Potency, µM (doses to about 79.9 µM), without a hit: top-dose activity change, negative = inhibition, hits mostly inhibitors; 0.006% of 240,000 active; human spleen homogenate, 4-MU-alpha-glucoside fluorescence; P10253;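 further: 0% = enzyme with vehicle and -100% = no enzyme basal signal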
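Enzyme source: human spleen homogenate, 1 ug/well. Buffer 50 mM citric acid/K phosphate pH 5.0, 0.01% Tween-20. 4-MU-alpha-glucoside 1 mM; 37 C x 40 min; NaOH/glycine stop; fluorescence.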
HttQ103 aggreg: reduces HttQ103-GFP aggregates in PC12 cells. AID 1688. 1.1% of 220,000 active. PC12 HttQ103-GFP aggregates, Acumen cytometry, 40 h. Potency, µM (series often up to 46.1 µM), for inactives: top-dose activity change, negative = inhibition, most hits filed as inhibitors; further: on the % scale 0 is the no-effect control and ±100 the full control effect; nearly all actives have a fitted effect of over 60% in size
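Read-out: GFP aggregate count by laser scanning cytometer (488 nm excitation, 500-530 nm emission, 1–25 µm objects >6 SD above background). Cells: PC12, inducible HTTex1-Q103-GFP, 100 nM tebufenozide; compounds titrated.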
RGS12 GoLoco inh: blocks human Gai1 binding to RGS12 GoLoco peptide, red readout; P63096; Gai1:RGS12 GoLoco peptide FP, rhodamine, 10 min; Potency, µM (series often up to 61.6 µM), for inactives: top-dose activity, negative = inhibition, hits mostly inhibitors; 0.44% of 230,000 active; AID 880; active means well fitted inhibition curve with a large enough effect, not every such curve was filed as active; inactive means no such curve, though single readings can be large or run the other way; further: on the % scale 0 is the no-effect control and ±100 the full control effect; nearly all actives have a fitted effect of over 30% in size; many of its hits are not listed in these tables
Target sequence (P63096 whole entry, looked up): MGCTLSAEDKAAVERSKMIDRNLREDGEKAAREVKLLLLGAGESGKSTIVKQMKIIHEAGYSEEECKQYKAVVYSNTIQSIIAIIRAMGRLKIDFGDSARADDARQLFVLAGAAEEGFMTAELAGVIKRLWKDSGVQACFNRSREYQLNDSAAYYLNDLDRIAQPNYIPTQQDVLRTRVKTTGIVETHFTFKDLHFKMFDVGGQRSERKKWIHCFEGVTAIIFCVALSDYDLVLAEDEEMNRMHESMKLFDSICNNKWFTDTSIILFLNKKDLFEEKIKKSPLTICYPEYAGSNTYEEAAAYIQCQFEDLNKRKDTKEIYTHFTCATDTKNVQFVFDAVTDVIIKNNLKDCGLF
GAA glycogen mod: GAA glycogen-cleavage inhibition or activation; P10253; recombinant GAA, glycogen substrate, Amplex Red glucose oxidase fluorescence; Potency, µM (highest dose often 76.4 µM), for inactives: at the highest dose activity change, negative = inhibition, most hits filed as inhibitors; 0.38% of 300,000 active; AID 2100;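 further: 0% = full enzyme reaction and -100% = no-enzyme basal signal; the screen sought inhibitors and activators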
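qHTS, 1536-well; enzyme 4 nM final; cpd up to 77 uM; substrate bovine liver glycogen 30 ug; 50 mM citrate/phosphate pH 5.0, 0.01% Tween-20; 37 C, 40 min; Amplex Red detection 45 min RT; Hill fit → AC50.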
* marks the source's active call; other numbers are inactive results; ? = inconclusive; · = no result given; [ ] = another dose, or the depositor's remark. Unless noted, the call rests on the fitted dose curve; in most records, active means well fitted curve in the direction sought with a large enough effect; inconclusive means small, poorly fitted or top-dose-only effect, or another doubt; inactive means no such curve, though single readings can be large; an effect the other way counts as inactive or inconclusive. Potency means the concentration at half of the fitted maximal effect.

1	CCc1ccc(CCC(=O)Nc2sc3c(c2C#N)CCCC3)o1
2	O=C(c1cccnc1)N(c1cc2sc(=O)oc2c2ccccc12)S(=O)(=O)c1ccccc1
3	CS(=O)(=O)N1CCN(c2ccc(C(=O)NC3C4CC5CC(C4)CC3C5)cc2[N+](=O)[O-])CC1 (configuration not stated)
4	CCCNC1=C(N(C(C)=O)c2cccc(F)c2)C(=O)c2ccccc2C1=O
5	COc1ccc(-c2nc(-c3ccccc3)no2)c(OC)c1
6	COc1ccc2nc(N3CCCC3)[nH]c2c1
7	O=C(CCn1nnc2ccccc21)N1CCN(c2ccccc2)CC1
8	CCCCc1ccc(NC(=O)c2c(C)noc2C)cc1
9	Clc1ccc(N2CCN(c3cnc4ccccc4n3)CC2)cc1
10	CCCC(=O)Nc1ccc(Cl)c(NC(=O)c2cccc(OC)c2)c1

Assay by compound | 1 | 2 | 3 | 4 | 5 | 6 | 7 | 8 | 9 | 10
HttQ103 aggreg | 11% | 28% | -13% | 11µM* | ? | 11%[9.22 µM] | 22% | -9% | -5% | -17%
HTT ATP protect | -25% | -7%[10 µM] | -64%[inhibitor] | -76%[inhibitor][10 µM] | 5.6µM* | -14% | 4% | 5%[10 µM] | -6% | ·
GAA inh | -3% | -12% | -2% | 5% | -5% | -6% | -3% | ? | -2% | 4%
IMPase Li cell | 24%[38.3 µM] | 22% | -14%[38.3 µM] | -2% | 35%[activator][38.3 µM] | 44%[activator][38.3 µM] | -2%[38.3 µM] | 10%[38.3 µM] | 28%[38.3 µM] | 9%
GAA glycogen mod | -13% | ? | -8% | -3% | -5% | -11% | 4% | 2% | 3% | 20%
RGS12 GoLoco inh | 3% | 0% | 0% | 18% | 3% | -6% | -3% | 5% | -19% | -2%
GAA spleen mod | -10% | 3% | -12% | 0% | -3% | -20% | -9% | -8% | 1% | -4%

11	O=C(c1ccccc1)c1nc[nH]c1C(=O)Nc1ccccn1
12	CCN(Cc1ccccc1)C(=O)CN1C(=S)NC(C)(C)CC1C (configuration not stated)
13	COc1ccc(/C=N/Nc2nc3ccccc3s2)cc1O
14	COC(=O)Cn1c(C)c(C#N)c2ccccc21
15	CCOC(=O)N1CCN(c2cc(=O)n(Cc3ccc(F)cc3)c(=O)[nH]2)CC1
16	C/C=C\C=C/C(=O)Nc1cccc(C2=NOC3(C2)C[C@@H](C(N)=O)N(C(=O)CCCCC)C3)c1 (some centres not stated)
17	COC(=O)CCCC(=O)NC(C)c1cnn(-c2ccccc2C)c1C (configuration not stated)
18	Cc1cc(C(=O)N/N=C/c2ccc(OC(=O)c3ccccc3Br)cc2)n[nH]1
19	COc1cc(C(=O)OCC(=O)NC2CCS(=O)(=O)C2)c([N+](=O)[O-])cc1OC (configuration not stated)
20	Cc1cc(C)c(C(=O)Cn2cnc3cc([N+](=O)[O-])ccc3c2=O)cc1C

Assay by compound | 11 | 12 | 13 | 14 | 15 | 16 | 17 | 18 | 19 | 20
HttQ103 aggreg | -27% | 23% | -15% | -14% | -17% | -2%[9.22 µM] | 3%[9.22 µM] | 3%[9.22 µM] | 5% | ?
HTT ATP protect | -4% | 7%[10 µM] | -139%[inhibitor] | -29%[10 µM] | 4%[10 µM] | 12%[10 µM] | 5%[10 µM] | -3%[10 µM] | 13% | 12%
GAA inh | 0% | -6% | ? | 6% | ? | · | 1% | 14% | 2% | -13%
IMPase Li cell | 23%[38.3 µM] | 8% | -6% | 21% | -9% | · | -1% | 10% | -8% | 11%
GAA glycogen mod | 2% | 6% | ? | 7% | -4% | -6% | 17% | 18% | 7% | 2%
RGS12 GoLoco inh | 10% | 4% | 9% | 21% | 0% | -17% | 15% | 10% | 13% | 10%
GAA spleen mod | -4% | -13% | -4% | 7% | -9% | 7% | -1% | -4% | -7% | ?

21	COc1cc(CNC(=O)C2CCCN2S(=O)(=O)c2ccccc2)cc(OC)c1OC (configuration not stated)
22	O=S(=O)(NCCc1ccccc1)c1ccc(S(=O)(=O)N2CCCCC2)cc1
23	O=C(NCCc1c[nH]c2ccccc12)/C(=C\c1ccco1)NC(=O)c1ccco1
24	COC(=O)C(C)Sc1ccc2nnc(-c3cccc(F)c3)n2n1 (configuration not stated)
25	Cn1c(NC(=O)C2CCCO2)cc(=O)n(C)c1=O (configuration not stated)
26	Cc1cc(NC(=O)Cn2c(=O)n(CCCCC(=O)NC3CCN(Cc4ccccc4)CC3)c(=O)c3ccccc32)n[nH]1
27	Cc1cccc(C)c1NC(=O)CN1C(=O)NC(C)(CCc2ccccc2)C1=O (configuration not stated)
28	CCCNC(=O)NC(=O)CSc1ccc2c(c1)OCCO2
29	CCNC(=O)C1=C(O)c2sccc2N(C)S1(=O)=O
30	COCCNC(=O)c1ccccc1NC(=O)Cc1ccccc1[N+](=O)[O-]

Assay by compound | 21 | 22 | 23 | 24 | 25 | 26 | 27 | 28 | 29 | 30
HttQ103 aggreg | 17% | 3% | 12% | 3% | -4% | 26% | 8% | 4% | -4% | 3%[9.22 µM]
HTT ATP protect | -4% | -12%[10 µM] | -12%[0.074 µM] | -14% | -4% | -18% | -10% | 8% | 21%[10 µM] | 22%[10 µM]
GAA inh | 3% | -1% | -2% | -1% | -3% | -8% | -6% | 8% | 2% | ·
IMPase Li cell | 3% | -7%[38.3 µM] | 0% | 4% | -2%[38.3 µM] | 39%[activator] | -2% | 18%[38.3 µM] | 1% | 15%
GAA glycogen mod | -11% | 8% | -1% | 1% | 11% | -8% | 1% | 1% | 0% | -1%
RGS12 GoLoco inh | 10% | -6% | -18% | -4% | -1% | -1% | 10% | 1% | 0% | -40%
GAA spleen mod | 0% | -4% | 0% | -6% | -2% | -4% | -4% | 11% | 5% | 15%

31	C(=C\c1cc(/C=C/c2ccccc2)ncn1)/c1ccccc1
32	Cc1ccccc1OCC(=O)Nc1ccccc1-c1ccccc1
33	COc1cc(/C=N/NC(N)=O)cc(Br)c1OCc1ccc(C)cc1
34	Cc1cc(/C=N\NC(=O)CC(=O)NC2CCCCC2)c(C)n1-c1cccc(Cl)c1Cl
35	Nc1c2c3c(sc2nc(=O)n1N)CCCC3
36	CC(C)OP(=O)(c1ccc(N(C)C)cc1)C(O)c1ccncc1 (configuration not stated)
37	CCN=C1SC(CC(=O)NCCc2ccc(OC)cc2)C(=O)N1CC (configuration not stated)
38	CCOC(=O)c1ccc(NC(=S)N(Cc2cccnc2)Cc2ccco2)cc1
39	CCc1nnc(NC(=O)C2CCCN2S(=O)(=O)c2ccccc2)s1 (configuration not stated)
40	O=C(O)C1C2CC2CN1C(=O)c1ccc(Cl)cc1 (configuration not stated)

Assay by compound | 31 | 32 | 33 | 34 | 35 | 36 | 37 | 38 | 39 | 40
HttQ103 aggreg | -9% | 23% | -2% | 12% | 5%[9.22 µM] | 15% | 6% | 7% | 0% | 1%
HTT ATP protect | 2% | -41%[inhibitor] | -5% | 3%[10 µM] | 21%[10 µM] | -19% | -4% | -19%[10 µM] | 12%[1.9 µM] | 0%[10 µM]
GAA inh | 0% | -1% | 3% | -3% | -3% | 0% | -2% | -3% | -5% | 8%
IMPase Li cell | -9%[38.3 µM] | -13%[38.3 µM] | 44%[activator][38.3 µM] | 5% | -1% | -1%[38.3 µM] | 27%[38.3 µM] | 8% | 25% | 4%
GAA glycogen mod | -1% | 2% | -4% | 8% | -8% | 14% | -5% | 1% | 4% | 6%
RGS12 GoLoco inh | -4% | 11% | 0% | 4% | 10% | -1% | 0% | 2% | -8% | 6%
GAA spleen mod | -7% | 2% | -7% | -6% | -1% | -5% | -4% | -3% | -5% | -1%

As a short view, some entries already given:
34	Cc1cc(/C=N\NC(=O)CC(=O)NC2CCCCC2)c(C)n1-c1cccc(Cl)c1Cl
35	Nc1c2c3c(sc2nc(=O)n1N)CCCC3
36	CC(C)OP(=O)(c1ccc(N(C)C)cc1)C(O)c1ccncc1 (configuration not stated)
37	CCN=C1SC(CC(=O)NCCc2ccc(OC)cc2)C(=O)N1CC (configuration not stated)
38	CCOC(=O)c1ccc(NC(=S)N(Cc2cccnc2)Cc2ccco2)cc1
39	CCc1nnc(NC(=O)C2CCCN2S(=O)(=O)c2ccccc2)s1 (configuration not stated)
40	O=C(O)C1C2CC2CN1C(=O)c1ccc(Cl)cc1 (configuration not stated)

Assay by compound | 34 | 35 | 36 | 37 | 38 | 39 | 40
HttQ103 aggreg | 12% | 5%[9.22 µM] | 15% | 6% | 7% | 0% | 1%
HTT ATP protect | 3%[10 µM] | 21%[10 µM] | -19% | -4% | -19%[10 µM] | 12%[1.9 µM] | 0%[10 µM]
GAA inh | -3% | -3% | 0% | -2% | -3% | -5% | 8%
IMPase Li cell | 5% | -1% | -1%[38.3 µM] | 27%[38.3 µM] | 8% | 25% | 4%
GAA glycogen mod | 8% | -8% | 14% | -5% | 1% | 4% | 6%
RGS12 GoLoco inh | 4% | 10% | -1% | 0% | 2% | -8% | 6%
GAA spleen mod | -6% | -1% | -5% | -4% | -3% | -5% | -1%

(listing goes on)
41	CC1Cc2cc(/C=C3/SC(=S)N(C)C3=O)ccc2O1 (configuration not stated)
42	C=CCn1c(C)cc(C(=O)COC(=O)CNC(=O)c2ccccc2)c1C
43	CCC(C)NC(=O)c1c(C)cc(=O)oc1C (configuration not stated)
44	O=C(CSCc1ccco1)c1ccc(Cl)s1
45	Cc1nnc(SCC(=O)Nc2nsc(-c3ccc(Cl)cc3)n2)s1
46	O=C(CN1CCN(Cc2ccccc2F)C1=O)NCCN1CCOCC1
47	Cc1oc(-c2ccccc2)nc1CSc1nc2c(c(=O)[nH]1)CCC2
48	CC(C)NCc1cccc([N+](=O)[O-])c1
49	C/C(N[C@@H]1CSCC1O)=C1/C(=O)CC2[C@@H]1C2(C)C (some centres not stated)
50	N=C1C(c2ccccc2)=C(O)CN1c1ccccc1

Assay by compound | 41 | 42 | 43 | 44 | 45 | 46 | 47 | 48 | 49 | 50
HttQ103 aggreg | 12%[9.22 µM] | 1% | -9% | 16% | -20% | 9% | 9% | 15% | · | 18%
HTT ATP protect | 16%[10 µM] | -36%[10 µM] | 7% | -1% | -1%[10 µM] | -1% | · | -30%[10 µM] | -43%[inhibitor] | -12%
GAA inh | · | 1% | 1% | -2% | -4% | -7%[15.4 µM] | 1% | 6% | · | 2%
IMPase Li cell | · | -10% | -13%[38.3 µM] | -5%[38.3 µM] | ? | 7%[38.3 µM] | -6% | -2% | -4% | 1%
GAA glycogen mod | 2% | 2% | -1% | -4% | -8% | 6% | 7% | 10% | · | -3%
RGS12 GoLoco inh | 10% | 13% | 10% | 3% | 23% | -6% | 6% | -4% | -7% | 8%
GAA spleen mod | 0% | 0% | -1% | -1% | 6% | 3% | 5% | -2% | 6% | 4%

Screening results deposited in PubChem BioAssay by National Center for Advancing Translational Sciences (NCATS).

A portion of the library. The share of hits here may be higher or lower than overall.
